# From PubChem
# PG9 binder = binds the HIV-1 gp120 antibody PG9; AID 624416; inhibition, % at 6.7 µM; TR-FRET gp120-PG9 antibody binding; hit rate 0.43% among 360,000; in the data active = inhibition above about 8.5%
# rCAG RNA binder = binds r(CAG) RNA repeats; hit rate 1.3% among 370,000; AID 651821; r(CAG) RNA repeat, TO-PRO-1 dye displacement fluorescence; inhibition, % at 3 µM;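 active = inhibition above the plate cutoff, the mean of all test compounds on that plate plus 3 SD, cut at about 35% in these data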;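 note: 0% = DMSO alone and 100% = 100 µM mitoxantrone as full dye displacement; higher means more dye released from RNA so lower well fluorescence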
# Rev-erbA mod = modulators of human Rev-erb alpha DNA binding. Rev-erbα–FITC-DNA binding, fluorescence polarization, 90 min. activity, % at 10 µM. hit rate 0.79% among 370,000. AID 1259318;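 active = activity above about 14%, limit read from the data; passing the limit was not always enough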;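 note: 0% = DMSO wells with 35 nM protein and 100% = DMSO wells with 750 nM protein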
# ARFGAP1 inhibitor = inhibitors of rat ARFGAP1; Q62848; hit rate 0.26% among 360,000; Arfgap1-stimulated ARF1 GTP hydrolysis, GDP FP detection; inhibition, % at 16.5 µM;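 active = inhibition above a per-plate limit, mean inhibition of low control wells plus 3 SD, cut at about 25% in these data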;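 note: 0% = DMSO wells with enzyme and 100% = wells lacking Arfgap1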
# Target sequence (Q62848 1-136 limits assumed): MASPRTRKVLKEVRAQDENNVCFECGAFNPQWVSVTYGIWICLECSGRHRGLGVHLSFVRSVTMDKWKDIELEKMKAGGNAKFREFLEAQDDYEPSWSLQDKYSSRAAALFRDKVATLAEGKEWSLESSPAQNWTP
#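 Repeats: one replicate per compound; assay system: rat Arfgap1 catalytic domain, aa 1-136; times: enzyme reaction 120 min at 25 °C after 20 min preincubation; detection: FP of antibody-bound GDP Alexa 633 tracer, ex 620/em 688 nm; benchmarks: high control wells lacking Arfgap1, low control full reaction with DMSO; reagent: human ARF1(Δ1-17)-GTP substrate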
# ABHD4 inh = inhibitors of mouse ABHD4 | purified mABHD4, FP-Rh probe fluorescence polarization | Q8VD66 | AID 720543 | inhibition, % at 8.92 µM | hit rate 0.54% among 370,000;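 active = inhibition exceeding the mean over every tested compound plus 3 SD, cut at about 30% in these data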;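 note: 0% = plate median of compound wells and 100% = S159A mutant with DMSO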
# Target sequence (Q8VD66 whole entry, looked up): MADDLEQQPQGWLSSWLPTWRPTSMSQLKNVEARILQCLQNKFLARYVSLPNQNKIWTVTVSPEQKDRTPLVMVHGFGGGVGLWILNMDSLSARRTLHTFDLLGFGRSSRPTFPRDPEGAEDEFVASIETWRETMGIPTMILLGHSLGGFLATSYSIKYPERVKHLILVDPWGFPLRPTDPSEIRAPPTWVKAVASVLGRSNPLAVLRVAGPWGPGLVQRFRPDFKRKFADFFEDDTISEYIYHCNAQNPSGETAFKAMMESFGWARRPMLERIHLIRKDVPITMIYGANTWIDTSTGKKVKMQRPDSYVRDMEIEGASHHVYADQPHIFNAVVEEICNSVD
#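 Test system: mABHD4 protein; Read-out basis: % inhibition; Incubation: 45 min + 60 min at 25 °C; Repeats: single replicate; Technique: fluorescence polarization with parallel and perpendicular emission, 525/598 nm; Compound: 8.92 µM, single dose; Benchmarks: full inhibition S159A mutant plus DMSO, zero as sample-well median.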
# GC-A act = GC-A (human) enzyme activation; P16066; HEK293 GC-A cells, cGMP TR-FRET, EC30 ANP; 0% at EC30 ANP, 100% saturating ANP; activation, % at 10 µM; hit rate 0.14% among 370,000; AID 1671463; in the data active = activation above about 40%
# SMARCA2 act = activators of SMARCA2 function; MG213 cells, MMTV-luciferase reporter, dexamethasone, overnight; activation, % at 9.1 µM; hit rate 1% among 370,000; AID 652017; in the data active = activation above about 7.8%;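 note: 0% = vehicle wells and 100% = reference activator wells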
# GC-B act = GC-B (human) receptor activation; activation, % at 10 µM; HEK293-GC-B cells, CNP EC30, cGMP TR-FRET; 0% at EC30 CNP, 100% saturating CNP; AID 1920062; hit rate 0.11% among 370,000; P20594;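 active = activation at 10 µM reaching about 35% in either raw or pattern-adjusted values, limit read from the data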
# ASAP1 inh = inhibitors of human ASAP1 ArfGAP activity | ASAP1-stimulated ARF1 GTP hydrolysis, GDP FP detection | inhibition, % at 16.5 µM | hit rate 0.19% among 360,000 | AID 624377; in the data active = inhibition above about 25%;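 note: 0% = vehicle with enzyme and substrate and 100% = no enzyme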
# HTRA1 inhibitor = blocks human HTRA1 serine peptidase; Q92743; recombinant HTRA1, FP-rhodamine activity-based probe, fluorescence polarization; inhibition, % at 5.96 µM; hit rate 0.5% among 340,000; AID 504803; in the data active = inhibition above about 36%;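 note: 0% = enzyme with DMSO and 100% = wells lacking enzyme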
# Target sequence (Q92743 whole entry, looked up): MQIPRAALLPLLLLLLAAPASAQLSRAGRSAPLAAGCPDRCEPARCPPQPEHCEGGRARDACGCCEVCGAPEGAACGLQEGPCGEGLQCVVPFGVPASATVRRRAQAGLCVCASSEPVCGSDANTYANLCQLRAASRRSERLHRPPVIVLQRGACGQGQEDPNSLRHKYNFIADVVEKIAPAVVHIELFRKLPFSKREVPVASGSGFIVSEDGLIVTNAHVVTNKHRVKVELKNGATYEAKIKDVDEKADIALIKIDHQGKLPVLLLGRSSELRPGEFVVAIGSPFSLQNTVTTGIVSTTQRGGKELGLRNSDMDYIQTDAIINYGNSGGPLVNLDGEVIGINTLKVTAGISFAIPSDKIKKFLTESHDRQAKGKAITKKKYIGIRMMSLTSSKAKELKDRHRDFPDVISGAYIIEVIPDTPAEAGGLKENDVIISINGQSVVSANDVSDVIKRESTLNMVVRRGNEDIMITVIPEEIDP
# * hit, by the source's call; . = not tested or not shown. An unsorted share of the library; overall some 4.4% were active at least once.
Molecule,rCAG RNA binder,GC-A act,ABHD4 inh,GC-B act,ASAP1 inh,ARFGAP1 inhibitor,PG9 binder,Rev-erbA mod,HTRA1 inhibitor,SMARCA2 act
O=C(CNC(=O)c1ccco1)NNC(=O)c1ccc(Br)cc1,1,-1,-3,-6,-14,-4,-0.1,1,6,0
CCOc1ccc2cc(C(=O)c3ccccc3)c(=O)oc2c1,-2,7,9,3,-14,-15,1.3,18,7,2
Cc1ccc(CC(=O)Nc2cccc(C)n2)cc1,-3,5,0,12,-4,1,-1.3,-5,-3,2
O=C(Cn1nnc(-c2ccccc2)n1)NC(=O)NC1CCCC1,6,0,-3,0,-27,2,0.3,-5,0,-1
O=C(NC(=S)NNC(=O)c1cccs1)c1ccc(Br)o1,8,1,3,2,-2,3,-0.5,1,0,-3
Cn1c(=O)oc2cc(S(=O)(=O)NCC3CCCO3)ccc21 (configuration not stated),-3,4,3,3,3,-7,-0.5,1,-4,-1
COc1ccc(NC(=O)CCC(=O)N2CCC(c3ccccc3)=N2)cc1S(=O)(=O)N1CCCCC1,6,0,-24,3,9,-4,1.2,3,0,-6
CCC(=O)NCCN1CCN(C(=O)CC)CC1,0,5,0,3,-17,2,0.3,7,3,-4

# Next section, overlapping the part above by 3 compounds.
Molecule,rCAG RNA binder,GC-A act,ABHD4 inh,GC-B act,ASAP1 inh,ARFGAP1 inhibitor,PG9 binder,Rev-erbA mod,HTRA1 inhibitor,SMARCA2 act
Cn1c(=O)oc2cc(S(=O)(=O)NCC3CCCO3)ccc21 (configuration not stated),-3,4,3,3,3,-7,-0.5,1,-4,-1
COc1ccc(NC(=O)CCC(=O)N2CCC(c3ccccc3)=N2)cc1S(=O)(=O)N1CCCCC1,6,0,-24,3,9,-4,1.2,3,0,-6
CCC(=O)NCCN1CCN(C(=O)CC)CC1,0,5,0,3,-17,2,0.3,7,3,-4
O=C(NCc1ccccc1)[C@@H]1CCCN1C(=O)[C@H]1CCCN1C(=O)c1ccccc1Cl,1,1,3,0,-2,-3,-1.1,-2,.,-1
CCCOC(=O)c1ccc(Oc2cn[nH]c2-c2ccc(O)cc2O)cc1,5,0,-3,4,-9,0,-0.2,10,19,-5
CCOC(=O)C1=C(CN2CCC(C)CC2)NC(=O)NC1c1ccc(Cl)cc1 (configuration not stated),-8,-13,-1,-6,4,0,-0.6,-2,-12,0
O=S(=O)(c1cccc(C(F)(F)F)c1)N1CCC(CO)(CCCc2ccccc2)CC1,-3,2,-10,5,3,5,0.6,-3,-32,-1
COc1cc(NC(=O)c2ccc3snnc3c2)cc(OC)c1,-4,0,-1,-4,-12,-5,-1.0,-6,-14,3
CCOC(=O)c1ccc(N=NN(C)C)cc1,-2,3,-2,4,1,-4,-0.8,2,0,0
CCN(CC)CCn1c2c(c(SCC(=O)Nc3ccc(F)c(F)c3)nc1=O)CCC2,-5,-8,0,1,11,1,-2.1,-6,-3,1
Cc1ccc(S(=O)(=O)N(C)c2ccc(OCC(=O)NC3=NCCS3)cc2)cc1,-2,-2,1,-5,6,3,-1.1,3,0,1
CC(C)CCNC(=O)CN(Cc1ccccc1)C(=O)CCC(=O)Nc1ccccn1,-10,0,5,6,0,0,-1.8,2,-8,-1
COc1cc(-c2nnco2)cc(OC)c1OC,-2,3,1,-1,-7,-2,-3.1,-2,.,4
CN(C)c1ccc(C(=O)/C=C/c2ccccc2)cc1,-1,-1,4,-5,-2,-4,-3.3,4,-2,10*
COc1ccccc1N1CCN(CC(=O)c2c(C)n(C)c3ccccc23)CC1,-3,3,-2,-6,-8,17,-1.5,7,0,-2
CCc1ccc([C@H]2C(C(=O)O)=C[C@@H](CC)N2S(=O)(=O)c2ccc(C)cc2)cc1,21,5,1,2,11,6,-3.9,-1,1,-3
CCn1c(SCC(N)=O)nnc1-c1ccc(S(=O)(=O)N2CCN(C)CC2)cc1,0,1,-2,5,4,4,1.9,-2,-1,-4
Cn1ccc2c(-c3ccccc3F)cc3c(c21)C1CCC3C1 (configuration not stated),0,-4,7,-1,-5,2,-0.7,4,.,-4
CCOC(=O)Cc1nnc(NC(=O)COc2ccc(OC)cc2)s1,11,-1,-11,4,14,11,1.9,3,1,0
Cc1[nH]c2ccccc2c1C(c1ccccn1)N1CCC(C(N)=O)CC1 (configuration not stated),0,-6,8,-8,7,-10,2.1,8,2,-2
CC(C)n1nnnc1C1c2ccccc2C(=O)N1Cc1ccco1 (configuration not stated),1,3,-5,9,-2,-8,0.2,2,.,-6
O=C(Cn1c(=O)cnc2ccccc21)Nc1cc(Cl)ccc1N1CCOCC1,9,-6,3,-9,7,4,-0.1,4,-8,-2
CCOCCCN(Cc1cc2cc(C)cc(C)c2[nH]c1=O)C(=O)N(CC)CC,-10,-7,-1,-4,-3,1,-0.4,-4,5,-1
Cc1csc(CNc2ncnc3ccc(-c4ccoc4)cc23)c1,7,36,-30,37*,-2,9,-2.0,3,-44,-2
O=C(CCC(=O)N1CCc2ccccc2C1)NCCc1ccc(Cl)cc1,-8,2,6,-6,0,-11,-4.1,-1,-3,-2
CCN(CC)S(=O)(=O)c1ccc(NC(=O)c2cnccn2)cc1,2,-1,-1,2,-6,-2,-0.1,0,-1,-1
CCOc1ccccc1/C=C(\C#N)C(=O)NC1CC1,-2,4,6,-1,5,-1,0.5,1,.,-2

# An excerpt from above in order of their number in HTRA1 inhibitor, falling.
mol,HTRA1 inhibitor
CCN(CC)S(=O)(=O)c1ccc(NC(=O)c2cnccn2)cc1,-1
O=C(Cn1c(=O)cnc2ccccc21)Nc1cc(Cl)ccc1N1CCOCC1,-8
Cc1csc(CNc2ncnc3ccc(-c4ccoc4)cc23)c1,-44

# Remaining list, next part
Molecule,rCAG RNA binder,GC-A act,ABHD4 inh,GC-B act,ASAP1 inh,ARFGAP1 inhibitor,PG9 binder,Rev-erbA mod,HTRA1 inhibitor,SMARCA2 act
CCOC(=O)CNC(=S)N(Cc1cccs1)C1CCCC1,-4,-5,6,3,4,-3,-0.7,-1,-4,1
O=C(CSc1nnc2ccc(-c3ccccn3)nn12)N1CCCC1,-4,2,0,4,-8,4,-2.0,7,7,-2
CC(C)NC(=O)CC1OC(=O)c2ccccc21 (configuration not stated),1,7,4,7,3,16,2.5,1,-2,-5
Cc1ccc(C(=O)NCC(=O)OCC(=O)NCC(F)(F)F)cc1,-3,-1,0,1,1,-14,-1.8,0,0,5
Cc1ccc(C(NC(=O)C(C)C)c2cc([N+](=O)[O-])c3cccnc3c2O)cc1 (configuration not stated),10,-6,17,-3,15,1,-0.1,1,37*,-3
Cc1ccc(NC(=O)CSc2nnc(NC(=O)c3ccco3)s2)cc1,1,2,0,-6,-3,7,-0.3,2,-16,-2
CCOc1ccc(N(CC(=O)NCC(C)C)S(C)(=O)=O)cc1,0,3,3,2,-7,-2,2.5,1,2,-1
CC1CC(C)CN(C(=O)c2ccc(NS(=O)(=O)c3ccc4[nH]c(=O)[nH]c4c3)cc2)C1 (configuration not stated),3,-2,-5,3,-13,2,0.3,2,4,-2
CC(NC(=O)Nc1ccc2c(c1)OCO2)c1ccncc1 (configuration not stated),-5,1,-1,0,0,-7,-1.5,-6,-1,2
NC(=O)c1cc(N=Nc2c(N)[nH]n(-c3c(Cl)cc(Cl)cc3Cl)c2=O)ccc1Cl,7,0,0,-1,2,-10,-5.2,-2,-7,-3
Cn1c(=O)c2c(nc(N3CCOCC3)n2CCc2ccccc2)n(C)c1=O,-8,-3,1,-7,-9,5,2.1,-8,2,-1
CC(C)(C)c1cc(C(C)(C)C)cc(S(=O)(=O)CCc2ccccn2)c1,-8,1,-4,5,-6,0,-0.4,2,-7,-1
O=C(CSc1nc2ccccc2o1)NCc1ccco1,-1,-1,-1,1,-7,-14,0.9,-1,1,-4
COc1ccc(CNC(=O)Cn2ccc(N)nc2=O)cc1,4,0,-1,3,0,3,1.9,-4,-4,-1
Cc1ccc(C(=O)N2CCCCCC2)cc1Br,-6,-1,2,-2,-1,-13,-0.3,-1,-1,-3
O=S(=O)(NC1CCCCC1)c1ccc(Br)s1,2,-18,0,-19,4,1,0.4,-1,-7,2
Clc1ccc(-c2cc(CSc3cccc(Cl)c3)on2)cc1,9,-2,-4,-4,5,13,2.3,6,-24,1
CCN(C(C)=O)N(CC)c1nc(Cl)nc(NC(C)C)n1,-4,2,-12,-2,8,6,-1.4,4,-5,0
O=C(NCc1ccccc1)C(c1ccco1)N(C(=O)c1csnn1)c1ccccc1F (configuration not stated),-2,0,-7,-2,-7,-2,-0.6,-3,1,0
Cc1ccc(S(=O)(=O)N2CCN(CC3CC4C=CC3C4)CC2)cc1 (configuration not stated),-8,0,12,-1,12,-8,-1.2,3,-8,-3
CC(C)=CCN1CCN(Cc2cc(CC(C)C)n[nH]2)CC1CCO (configuration not stated),-6,2,-3,12,-2,8,0.3,-2,5,-5
COc1ccccc1N1CCN(S(=O)(=O)c2ccc3c4c(cccc24)C(=O)N3)CC1,10,-10,2,-2,-1,2,2.2,14,-15,-1
Cc1ccc(NC(=O)Cc2ccc(F)cc2)cc1,-5,8,3,6,10,11,-0.2,-2,-1,2
Cc1ccc(N=C2c3ccccc3C(=O)C2[N+](=O)[O-])cc1C (configuration not stated),0,-3,1,-8,1,-4,-0.9,3,5,3
COCCNC(=O)CN1C(=O)COc2ccc(S(=O)(=O)N3CCCCCC3)cc21,-2,-3,3,4,-2,-4,0.4,-2,0,-6
Nc1nnc(Cc2ccc(F)cc2)s1,0,-3,0,4,2,0,0.1,3,0,0
Cc1ccc(C)c(OCCN2CCOCC2)c1,-7,2,-16,5,-1,7,-1.4,4,6,0
Cc1ccc(C(=O)CSc2nc(C(C)C)nc3ccccc23)cc1,-4,-1,-6,2,-5,3,0.3,-3,-8,1
COc1ccc(C2/C=C\CN(C(=O)NC34CC5CC(CC(C5)C3)C4)CC(=O)N2Cc2ccc(F)cc2)cc1 (configuration not stated),4,-2,7,-1,-7,-2,0.5,-1,-46,-1
CC[C@@H](C)[C@H](C(CC(=O)N1CCCC1[C@@H](OC)[C@H](C)C(=O)N[C@H](Cc1ccccc1)c1nccs1)OC)N(C)C(=O)[C@H](NC(=O)[C@@H](C(C)C)N(C)C)C(C)C (some centres not stated),0,-1,-2,-3,4,2,-0.5,5,3,-2
CCCCN(C)CCCNC(=O)c1cn(C)c2ccc(S(=O)(=O)N(C)C3CCCCC3)cc2c1=O,7,1,-7,-1,-5,1,-0.4,-6,1,-1
Cc1cccc(C)c1OCc1cc(C(=O)N2CCN(Cc3nccn3C)CC2)no1,-4,4,0,4,5,-4,-0.3,3,5,-4
CCOC(=O)c1sc(N(Cc2ccccc2)C(=O)COC(=O)c2cnccn2)nc1C,1,0,-6,1,-6,-1,-0.6,-6,-13,-3
[O-][n+]1ccccc1C(O)CSc1ccccc1 (configuration not stated),2,5,1,-5,14,-3,0.7,-3,.,-1
O=C(NCCN1CCOCC1)c1cc(=O)[nH]c2ccc(Br)cc12,1,3,0,-3,-1,-2,0.9,-7,2,0
